# ADAM10 inh – human ADAM10 inhibitors, primary screen, biochemical, QFRET, HTS; AID 720582, 2013; recombinant ADAM10, EDANS/DABCYL FRET peptide cleavage, 3 h; hit rate 0.62% among 370,000; Disintegrin and metalloproteinase domain-containing protein 10 (Homo sapiens), O14672; inhibition, % at 7 µM;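 active means inhibition above a per-campaign cutoff equal to the mean of compounds falling between control-based bounds plus 3 SD, cut at about 20% in these data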;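 further: 0% = DMSO wells while the 100% control is not disclosed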
# DDE Tn6 FP inh – inhibitors of Tn6 peptide binding to fibrin DD(E), primary screen, biochemical, fluorescence polarization, human fibrin, Tn6 probe. Fibrinogen beta chain (Homo sapiens), P02675. Fibrin DD(E) TRITC-Tn6 fluorescence polarization displacement. inhibition, % at 8.3 µM. hit rate 0.21% among 370,000. AID 720509, 2013;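 active means inhibition above a per-campaign cutoff: mean of compounds within control limits plus 3 SD, cut at about 15% in these data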;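 further: 0% = median of all compound wells on the plate and 100% = blocking peptide control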
# ARFGAP1 inhibitor – inhibitors of rat ARFGAP1 GAP activity, primary screen, biochemical, fluorescence polarization, GDP tracer | Arfgap1-stimulated ARF1 GTP hydrolysis, GDP FP detection | inhibition, % at 16.5 µM | hit rate 0.26% among 360,000 | AID 651572, 2012;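 active means inhibition above a per-plate limit, mean inhibition of low control wells plus 3 SD, cut at about 25% in these data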;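 further: 0% = DMSO wells with enzyme and 100% = wells lacking Arfgap1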
#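 system = rat Arfgap1 catalytic domain, aa 1-136 | technique = FP, GDP Alexa 633 tracer displaced from anti-GDP antibody, 620/688 nm | compound = one concentration, 16.5 µM, DMSO 1.26% | medium = HEPES-based buffer, pH 7.5 | timing = compound-enzyme preincubation 20 min, reaction 120 min, detection 60 min, 25 °C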
# ADAM17 inh – ADAM17 inhibitors, primary screen, biochemical, QFRET; Disintegrin and metalloproteinase domain-containing protein 17 (Homo sapiens), P78536; inhibition, % at 6.95 µM; recombinant ADAM17, EDANS/DABCYL FRET peptide cleavage; hit rate 0.83% among 370,000;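 active means inhibition above the mean of compounds lying between control limits plus 3 SD, set per campaign, cut at about 8.5% in these data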;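 further: 0% = DMSO-only wells as the low control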
# SIAE primary – human SIAE inhibitors, primary screen, biochemical, fluorescence polarization, FP-Rh probe, 1536-well HTS. hit rate 0.69% among 370,000. inhibition, % at 9.66 µM. Sialate O-acetylesterase (Homo sapiens), Q9HAT2. AID 1053197, 2014. SIAE FP-Rh probe binding;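 active means inhibition above a cutoff: mean of compounds within the control limits plus 3 SD of those, cut at about 17% in these data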;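 further: 0% = plate median of compound wells and 100% = probe without SIAE protein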
# Tn7 DDE FP – inhibitors of Tn7 peptide binding to fibrin DD(E), primary screen, biochemical, fluorescence polarization, human fibrin, Tn7 probe; Fibrinogen beta chain (Homo sapiens), P02675; FP displacement of FITC-Tn7 peptide from fibrin DD(E); 0% = median of compound wells per plate; inhibition, % at 8.3 µM; hit rate 0.13% among 370,000;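 active means inhibition above the mean of compounds falling within the control limits plus 3 SD of them, cut at about 14% in these data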;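 further: 0% = plate median of compound wells and 100% = 10 µM Aha-Tn7 peptide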
#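 assay system = human clot-derived fibrin DD(E) complex | quantity = Fibrin-DD(E) at 2 µM final | timing = 10 min preincubation, 3 h with tracer, room temperature | signal = fluorescence polarization | measure = percent inhibition | benchmarks = high control wells with 10 µM unlabelled Aha-Tn7 peptide (full inhibition) | replicates = singlicate testing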
# PLC-beta3 inh – human PLC-beta3 inhibitors, primary screen, biochemical, fluorescence | 1-phosphatidylinositol 4,5-bisphosphate phosphodiesterase beta-3 (Homo sapiens), Q01970 | Purified PLC-beta3, fluorogenic substrate | inhibition, % at 12.2 µM | hit rate 0.18% among 370,000 | AID 720704, 2013; in the data active means inhibition above about 11%;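 further: 0% = median of compound wells on plate and 100% = full blocker control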
# PLC-gamma1 inh – PLC-gamma1 enzyme inhibitors, primary screen, biochemical, fluorescence, purified enzyme | fluorogenic substrate | 1-phosphatidylinositol 4,5-bisphosphate phosphodiesterase gamma-1 (Homo sapiens), P19174 | AID 720700, 2013 | inhibition, % at 12.2 µM | hit rate 0.84% among 370,000; in the data active means inhibition above about 9.5%
# Target sequence (P19174 whole entry, looked up): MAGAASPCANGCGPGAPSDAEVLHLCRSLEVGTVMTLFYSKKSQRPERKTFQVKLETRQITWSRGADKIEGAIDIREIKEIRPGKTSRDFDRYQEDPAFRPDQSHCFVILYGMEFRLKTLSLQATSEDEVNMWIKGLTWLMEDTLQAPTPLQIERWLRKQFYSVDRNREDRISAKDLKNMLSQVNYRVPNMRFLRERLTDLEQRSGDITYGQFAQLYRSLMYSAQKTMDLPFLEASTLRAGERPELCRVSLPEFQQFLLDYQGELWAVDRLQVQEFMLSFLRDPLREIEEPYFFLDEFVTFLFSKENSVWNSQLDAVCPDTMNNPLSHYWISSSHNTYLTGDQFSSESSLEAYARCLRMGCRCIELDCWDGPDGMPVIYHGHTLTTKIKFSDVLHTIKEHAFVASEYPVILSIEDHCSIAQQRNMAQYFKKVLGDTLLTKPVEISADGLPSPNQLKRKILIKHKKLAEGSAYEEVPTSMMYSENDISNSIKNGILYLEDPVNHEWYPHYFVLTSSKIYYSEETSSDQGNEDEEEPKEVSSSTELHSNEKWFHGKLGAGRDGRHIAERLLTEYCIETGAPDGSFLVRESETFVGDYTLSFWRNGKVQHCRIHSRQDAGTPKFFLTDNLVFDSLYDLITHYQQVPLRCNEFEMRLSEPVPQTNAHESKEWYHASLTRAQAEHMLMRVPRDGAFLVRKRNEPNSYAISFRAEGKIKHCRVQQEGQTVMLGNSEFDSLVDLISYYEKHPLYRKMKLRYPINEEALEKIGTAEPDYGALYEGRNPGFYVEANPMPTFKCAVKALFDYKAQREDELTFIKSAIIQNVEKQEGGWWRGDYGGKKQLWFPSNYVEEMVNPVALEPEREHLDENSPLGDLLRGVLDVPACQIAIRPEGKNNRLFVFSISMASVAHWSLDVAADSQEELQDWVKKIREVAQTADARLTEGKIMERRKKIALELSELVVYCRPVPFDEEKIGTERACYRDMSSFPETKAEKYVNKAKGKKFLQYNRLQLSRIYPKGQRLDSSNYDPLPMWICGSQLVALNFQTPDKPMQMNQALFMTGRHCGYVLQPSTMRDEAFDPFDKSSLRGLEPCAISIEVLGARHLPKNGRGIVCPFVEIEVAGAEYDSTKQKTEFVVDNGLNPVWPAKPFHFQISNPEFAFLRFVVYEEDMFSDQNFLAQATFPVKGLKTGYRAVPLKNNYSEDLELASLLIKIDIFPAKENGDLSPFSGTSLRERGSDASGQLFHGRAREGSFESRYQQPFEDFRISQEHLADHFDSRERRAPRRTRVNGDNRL
# TDP2 inh – human TDP2 enzyme inhibitors, primary screen, biochemical, epi absorbance, recombinant enzyme; inhibition, % at 12.8 µM; T5PNP hydrolysis, p-nitrophenol absorbance 415 nm; AID 720702, 2013; Tyrosyl-DNA phosphodiesterase 2 (Homo sapiens), O95551; hit rate 0.34% among 370,000;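 active means inhibition above the mean of all tested compounds plus 3 SD, set per campaign, cut at about 25% in these data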;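 further: 0% = DMSO with enzyme and 100% = buffer with substrate but no TDP2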
#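 Test system: Human TDP2 enzyme | Reagent: 5 mM T5PNP | Compound dosing: 12.8 µM single point, 1% DMSO | Incubation: Enzyme reaction with compound for 2 h at 37 °C | Technique: p-Nitrophenol epi absorbance | Read-out: % inhibition relative to enzyme-containing and enzyme-free wells | Benchmarks: High control without enzyme, low control DMSO plus TDP2 | Replicates: Singlicate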
# ASAP1 inh – inhibitors of human ASAP1 ArfGAP activity, primary screen, biochemical, fluorescence polarization; Arf-GAP with SH3 domain, ANK repeat and PH domain-containing protein 1 (Homo sapiens), …; ASAP1-stimulated ARF1 GTP hydrolysis, GDP FP detection; inhibition, % at 16.5 µM; hit rate 0.19% among 360,000; in the data active means inhibition above about 25%;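 further: 0% = vehicle with enzyme and substrate and 100% = no enzyme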
# * = called active by the depositor; i = inactive; . = no result given.
# Key to letters: A = ADAM10 inh; B = DDE Tn6 FP inh; C = ARFGAP1 inhibitor; D = ADAM17 inh; E = SIAE primary; F = Tn7 DDE FP; G = PLC-beta3 inh; H = PLC-gamma1 inh; I = TDP2 inh; J = ASAP1 inh
> C[C@@H]1O[C@@H](O[C@H]2[C@H](O)[C@@H](O)[C@H](Oc3c(-c4ccc(O)cc4)oc4cc(O)cc(O)c4c3=O)O[C@@H]2CO)[C@H](O)[C@H](O)[C@H]1O
  A: 7	B: -2	C: 4	D: 1	E: -8	F: -6	G: 3	H: 3	I: -2	J: -1
> N#Cc1ccc(CN2CCN(C(=O)CNC(=O)Cc3ccccc3)CC2)cc1
  A: 6	B: -5	C: 4	D: 0	E: 0	F: -3	G: 1	H: 4	I: 14	J: -3
> CC(=O)NC(c1cccc(F)c1)c1nc(-c2cccc(C(F)(F)F)c2)cs1 (stereo not drawn)
  A: -14	B: 8	C: -5	D: 1	E: -5	F: 8	G: -1	H: 3	I: -6	J: 4
> O=C(COC(=O)/C=C/c1ccc(Cl)c(Cl)c1)NC1CCCC1
  A: -12	B: 5	C: -4	D: -7	E: 5	F: 1	G: -8	H: -7	I: 1	J: 1
> Cc1ccc(NC(=O)CSCC(=O)Nc2cc(Cl)ccc2N2CCN(C)CC2)cc1
  A: 4	B: 5	C: -6	D: 8	E: 4	F: 2	G: -8	H: -2	I: -2	J: 5
> CCOC(=O)Cc1csc(SCC(=O)NC2CCC(C)CC2)n1 (stereo not drawn)
  A: -4	B: 4	C: 0	D: -2	E: -3	F: 2	G: -2	H: -2	I: -6	J: -3
> CC(Sc1nnc2ccccn12)C(=O)Nc1ccc2c(c1)OCCO2 (stereo not drawn)
  A: 0	B: 0	C: 0	D: 0	E: 0	F: -3	G: -21	H: -2	I: 6	J: -2
> COc1cc(C(O)c2nc(-c3cccc(C(=O)O)c3)cs2)ccc1F (stereo not drawn)
  A: -7	B: -3	C: 8	D: -2	E: 0	F: -1	G: -1	H: 4	I: -1	J: -4
> COc1ccc(S(=O)(=O)Nc2cc3c4c(c2)CC(=O)N4CCC3)cc1C
  A: 3	B: -2	C: 3	D: 4	E: -2	F: -6	G: 0	H: -1	I: -11	J: -17
> Cc1[nH]c(=O)[nH]c(=O)c1S(=O)(=O)N1CCCC(C(=O)N2CCC(Cc3ccccc3)CC2)C1 (stereo not drawn)
  A: 2	B: -5	C: 11	D: 2	E: -5	F: -10	G: 2	H: -2	I: 4	J: 0
> Cn1cc(S(=O)(=O)Nc2cccc(F)c2)c(=O)n(C)c1=O
  A: -6	B: 3	C: 1	D: 1	E: 8	F: -4	G: 8	H: 3	I: 1	J: -2
> CCOC(=O)C1=C(CN2CCc3ccccc32)NC(=O)NC1c1ccc(Cl)cc1 (stereo not drawn)
  A: 12	B: 13	C: -11	D: 4	E: 2	F: 5	G: -9	H: -3	I: -4	J: 8
> COc1ccc(CN2C(=O)C(CC(=O)NC(c3ccccc3)c3ccccc3)CC(C(=O)N(C(C)C)C(C)C)=C2C)cc1 (stereo not drawn)
  A: -1	B: 1	C: 4	D: 0	E: -4	F: 6	G: 0	H: 1	I: 3	J: -4
> CCNc1nc(N2CCCC2)nc(N2CCCC2)n1
  A: -11	B: -1	C: -16	D: -6	E: 6	F: -2	G: 3	H: -2	I: 5	J: -1
> Cc1ccc(NC(=O)C(C)Oc2ccccc2)cc1S(=O)(=O)N1CCCCCC1 (stereo not drawn)
  A: 4	B: 7	C: 10	D: -1	E: -4	F: -7	G: -9	H: 2	I: 2	J: -8
> COc1ccc(N2C(=O)CSC2c2ccccc2[N+](=O)[O-])cc1 (stereo not drawn)
  A: -1	B: 6	C: -6	D: 0	E: -3	F: 1	G: -4	H: 1	I: 2	J: 4
> CCCC(c1nnnn1Cc1ccc(OC)cc1)N1CCC(C(N)=O)CC1 (stereo not drawn)
  A: 3	B: 1	C: -2	D: 2	E: -3	F: 6	G: 8	H: 2	I: 0	J: 9
> Cc1c(Cl)cccc1NC(=O)CNC(=O)CCCc1nc2ccccc2c(=O)[nH]1
  A: -4	B: -4	C: 3	D: -4	E: 8	F: -1	G: 1	H: -3	I: 2	J: -14
> [2H]C(CCOS(N)(=O)=O)c1ccccc1 (stereo not drawn)
  A: -4	B: 0	C: -6	D: 2	E: 2	F: -6	G: 4	H: 5	I: 7	J: 5
> CN(C)c1ccc(C=NNC(=S)Nc2ccc(F)cc2)cc1
  A: i	B: 0	C: -1	D: -158	E: 11	F: 5	G: -313	H: -235	I: -3	J: 13
> CCCN(CC1CC1)C(=O)COC(=O)c1oc2c(F)cccc2c1C
  A: -6	B: 3	C: 13	D: -2	E: 2	F: 0	G: -5	H: -1	I: -5	J: 3
> Cc1n[nH]c(C)c1CCC(=O)N/N=C/c1cccs1
  A: -10	B: 5	C: 9	D: -2	E: 3	F: -3	G: -6	H: 1	I: -3	J: -2
> CC(=O)c1c(C)n(-c2ccccc2)c2ccc(OCC(O)CN3CCOCC3)cc12 (stereo not drawn)
  A: -11	B: 3	C: -4	D: 3	E: 2	F: 4	G: -24	H: -14	I: -1	J: -2
> COC(=O)c1cn(NC(=O)c2cccc(N(C)C)c2)c(=O)c2ccccc12
  A: -13	B: 4	C: 5	D: -6	E: 2	F: -1	G: -25	H: -20	I: -1	J: -12
> COc1ccc(CCNC(=O)COC(=O)C2CCCCC2)cc1
  A: 5	B: -1	C: -1	D: -1	E: 0	F: 1	G: 2	H: -1	I: 6	J: -8

# Only ADAM17 inh, PLC-gamma1 inh and PLC-beta3 inh, for two of the compounds above:
molecule	ADAM17 inh	PLC-gamma1 inh	PLC-beta3 inh
Cc1n[nH]c(C)c1CCC(=O)N/N=C/c1cccs1	-2	1	-6
CC(=O)c1c(C)n(-c2ccccc2)c2ccc(OCC(O)CN3CCOCC3)cc12 (stereo not drawn)	3	-14	-24

# (listing goes on)
# Key to letters: A = ADAM10 inh; B = DDE Tn6 FP inh; C = ARFGAP1 inhibitor; D = ADAM17 inh; E = SIAE primary; F = Tn7 DDE FP; G = PLC-beta3 inh; H = PLC-gamma1 inh; I = TDP2 inh; J = ASAP1 inh
> Cc1cccc(N2CCN(C(=O)c3cc4c(=O)[nH]c5ccccc5c4n3C)CC2)c1C
  A: 2	B: 1	C: 6	D: 2	E: 3	F: -10	G: 1	H: 3	I: 3	J: 1
> Nc1nonc1-c1nc2ccccc2n1CC(=O)N/N=C/c1ccc(-c2cccc(C(=O)O)c2)o1
  A: -32	B: -9	C: -9	D: -13	E: -15	F: -1	G: -24	H: -18	I: 2	J: -3
> O=C(NC1CCCC1)C(c1ccccc1F)N(C(=O)c1ccco1)C1CCCC1 (stereo not drawn)
  A: -5	B: -3	C: -5	D: -2	E: -11	F: 0	G: 1	H: 1	I: -5	J: -1
> C=C1C(=O)C=C[C@]2(C)C[C@@H]3OC(=O)[C@](C)(O)[C@H]3C[C@@H]12
  A: 7	B: -2	C: -3	D: -5	E: -1	F: 5	G: 1	H: 2	I: 14	J: -1
> CC(=O)c1c(N2CCN(C(=O)C3CCCO3)CC2)nc(=S)n(-c2ccccc2)c1C (stereo not drawn)
  A: 4	B: -4	C: 12	D: -4	E: 3	F: 0	G: -6	H: -3	I: 2	J: -13
> CC(C(=O)O)n1cnc2sc3c(c2c1=O)CCCC3 (stereo not drawn)
  A: 4	B: 2	C: -3	D: -2	E: -1	F: -4	G: 0	H: 0	I: -14	J: 9
> COc1ccc(S(=O)(=O)CCc2nnc(NC(=O)c3ccc(F)cc3)s2)cc1
  A: -5	B: -7	C: 9	D: -3	E: 0	F: -4	G: -3	H: 3	I: -2	J: 7
> CC(=O)c1ccc(OCc2cc(C(=O)NCC3CCCCO3)no2)cc1 (stereo not drawn)
  A: 1	B: -1	C: -3	D: -3	E: 2	F: 1	G: -10	H: -3	I: 11	J: 0
> CCNC(=O)C1(C)CCN(Cc2noc(-c3c(C)noc3C)n2)C1 (stereo not drawn)
  A: 3	B: -4	C: -4	D: 0	E: 7	F: -9	G: -1	H: -1	I: -1	J: -4
> CN(CC(=O)OCC(=O)NCC(F)(F)F)S(=O)(=O)c1ccc(Cl)cc1
  A: -4	B: 4	C: -7	D: 1	E: 3	F: 0	G: 0	H: 1	I: -5	J: -3
> Fc1ccc(NC2CCC23CCC(c2ccccc2)CC3)cc1C(F)(F)F (stereo not drawn)
  A: 1	B: -1	C: .	D: 0	E: 5	F: 3	G: 2	H: 1	I: -7	J: .
> O=C1Nc2ccccc2-n2nnnc2C1N1CCN(c2ccc(F)cc2)CC1 (stereo not drawn)
  A: -16	B: 1	C: -19	D: -5	E: 11	F: 1	G: -3	H: -1	I: -7	J: 5
> COc1ccccc1NS(=O)(=O)c1ccc(NC(=O)N2CCCCC2)cc1
  A: 6	B: -5	C: 17	D: 8	E: -7	F: -1	G: 1	H: 4	I: -19	J: 1
> COc1cc(NC(=O)Cc2ccccc2)ccc1NC(=O)c1ccccc1
  A: -5	B: 2	C: -4	D: -2	E: 0	F: 4	G: -6	H: 2	I: -4	J: -1
> O=C(Nn1cnnc1)c1cc2c(s1)CCCCC2
  A: -6	B: 2	C: 1	D: -5	E: -2	F: -4	G: -2	H: -4	I: 1	J: 16
> CCOC(=O)N1CCC(=NNc2nc3ccccc3s2)CC1
  A: 6	B: 0	C: -3	D: -3	E: 4	F: 0	G: -52	H: -28	I: 2	J: 3

# Whole records as entered above. Screens in order: ADAM10 inh	DDE Tn6 FP inh	ARFGAP1 inhibitor	ADAM17 inh	SIAE primary	Tn7 DDE FP	PLC-beta3 inh	PLC-gamma1 inh	TDP2 inh	ASAP1 inh
# O=C(Nn1cnnc1)c1cc2c(s1)CCCCC2 across the screens: -6	2	1	-5	-2	-4	-2	-4	1	16
# O=C(NC1CCCC1)C(c1ccccc1F)N(C(=O)c1ccco1)C1CCCC1 (stereo not drawn) across the screens: -5	-3	-5	-2	-11	0	1	1	-5	-1

# Assay outcomes from PubChem BioAssay.
